Screening data (PubChem BioAssay)
USP2a inh: blocks human ubiquitin-specific protease USP2a; O75604; USP2 core, Ub-CHOP2 coupled fluorogenic reporter, 485/531; Potency, µM (doses to about 38.3 µM), for the others: at the top dose activity change, negative = inhibition, hits mostly inhibitors; hit rate 0.01% among 330,000; AID 463254;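 note: potency is the fitted concentration of half-maximal effect; plate controls were DMSO wells for no effect and full inhibition by NEM control for full effect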
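USP2 core (10nM final) preincubated 30min RT with compound in 20mM Tris-HCl pH 8.0, 2mM CaCl2, 2mM beta-mercaptoethanol, 0.05% CHAPS; 25nM Ub-CHOP2 plus 25nM reporter substrate added, fluorescence (Ex485/Em531) read after 60min.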
MBNL1 CUG block: blocks human MBNL1 binding to CUG repeat RNA; AID 2675; Potency, µM (doses to about 57.5 µM), inactives show at the highest dose activity change, negative = inhibition, usual class: inhibitors; hit rate 0.036% among 280,000; Q9NR56; TR-FRET MBNL1-His/biotin-(CUG)12 binding, 665/545 ratio; active = well fitted inhibition curve with a large enough effect in the signal ratio, with a control signal flat, not every such curve was filed as active; inconclusive = small, poorly fitted or top-dose-only effect, or effect the other way, or a change in a side signal; inactive = no such curve, though single readings can be large or run the other way; the % refers to the signal ratio; note: potency is the fitted concentration of half-maximal effect; % is set by controls: 0 for no effect and ±100 for the full control effect
Target sequence (Q9NR56 whole entry, looked up): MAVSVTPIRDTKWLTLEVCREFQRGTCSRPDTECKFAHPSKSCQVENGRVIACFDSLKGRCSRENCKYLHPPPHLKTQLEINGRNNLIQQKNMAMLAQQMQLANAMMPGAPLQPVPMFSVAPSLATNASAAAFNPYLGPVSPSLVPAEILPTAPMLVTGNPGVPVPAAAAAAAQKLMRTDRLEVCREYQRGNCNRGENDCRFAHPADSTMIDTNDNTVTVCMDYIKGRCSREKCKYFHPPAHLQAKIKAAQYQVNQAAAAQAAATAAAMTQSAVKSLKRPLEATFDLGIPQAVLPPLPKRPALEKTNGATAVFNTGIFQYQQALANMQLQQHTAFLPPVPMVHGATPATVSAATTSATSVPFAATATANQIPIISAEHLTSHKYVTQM
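TR-FRET readout: Ex 340 nm, 665/545 nm emission ratio, normalized to buffer-only (basal) and MBNL1-(CUG)12 controls. Complex of MBNL1-His with Biotin-(CUG)12, compounds 92 nM–58 uM, incubated 60 min at room temperature.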
GALK inhibitor: galactokinase (human) inhibition; Potency, µM (doses to about 57.5 µM), for the others: top-dose activity change, negative = inhibition, hits mostly inhibitors; hit rate 0.007% among 270,000; Purified GALK, Kinase-Glo residual ATP luminescence; AID 1868; P51570; note: potency is the fitted concentration of half-maximal effect; % is set by controls: 0 for no effect and ±100 for the full control effect
Target sequence (P51570 whole entry, looked up): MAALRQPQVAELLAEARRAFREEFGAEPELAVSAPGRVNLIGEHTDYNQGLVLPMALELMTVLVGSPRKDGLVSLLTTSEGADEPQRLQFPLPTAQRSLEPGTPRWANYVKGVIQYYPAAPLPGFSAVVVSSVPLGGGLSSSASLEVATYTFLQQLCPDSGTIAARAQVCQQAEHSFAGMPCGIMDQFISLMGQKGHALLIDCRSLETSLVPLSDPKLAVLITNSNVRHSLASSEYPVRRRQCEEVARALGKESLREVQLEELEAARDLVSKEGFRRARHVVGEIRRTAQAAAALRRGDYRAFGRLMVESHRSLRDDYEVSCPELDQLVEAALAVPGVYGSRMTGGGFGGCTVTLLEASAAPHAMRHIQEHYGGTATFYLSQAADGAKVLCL
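GALK at 5 nM final was combined with compound, 35 uM ATP and 100 uM galactose in HEPES pH8.0 with MgCl2 and DTT. The reaction ran one hour at room temperature before luminescent ATP detection.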
TSHR antagonist: antagonists of human thyroid stimulating hormone receptor; TSHR-expressing cells, TSH-stimulated cAMP HTRF, 2 h; active compounds read low; activity change, negative = inhibition, % at 11.5 µM; hit rate 0.2% among 330,000; AID 504810;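 active = activity change below a set negative limit, meaning inhibition stronger than a set level, cut at about -70% in these data; inconclusive = activity change between two set negative limits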; note: % is set by controls: 0 for no effect and ±100 for the full control effect
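Inhibition of cAMP made by TSHR-expressing cells under TSH stimulation (4nM final, EC80; 2 h, 37 deg C) is quantified with a one-step lysis HTRF kit, anti-cAMP cryptate versus cAMP-d2.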
Menin-MLL TR inh: menin-MLL binding inhibition, Texas Red mutant peptide; Potency, µM (highest dose often 61.6 µM), without a hit: at the highest dose FP activity change, negative = inhibition, hits mostly inhibitors; O00255; Menin + Texas Red MLL mutant peptide, fluorescence polarization; hit rate 0.23% among 270,000; AID 1768; active = well fitted inhibition curve with a large enough effect in the polarisation, with a control signal flat, not every such curve was filed as active; inconclusive = small, poorly fitted or top-dose-only effect, or effect the other way, or a change in a side signal; inactive = no such curve, though single readings can be large or run the other way; the % refers to the polarisation; note: potency is the fitted concentration of half-maximal effect; % of control where 0% means no effect; many of its hits are not listed in these tables
Eya2 phos inh: Eya2 (human) phosphatase inhibition; hit rate 0.006% among 330,000; O00167; recombinant Eya2, OMFP fluorescence dephosphorylation (OMFP is methylfluorescein phosphate); Potency, µM (titrated, usually from 76.9 µM), inactives show at the top dose activity, negative = inhibition, usual class: inhibitors; note: potency is the fitted concentration of half-maximal effect; % is set by controls: 0 for no effect and ±100 for the full control effect
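Eya2 (0.2 uM) preincubated 10 min at ambient with compound, then OMFP substrate added at 50 uM; 10 min reaction in 50 mM HEPES pH 7.5, 50 mM NaCl, 5 uM MgCl2, 0.05% BSA, 1 mM DTT. Fluorescence read at Ex 485/Em 525 nm.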
hERG WT inh: KCNH2 (human, wildtype) channel inhibition. Q12809. U2OS, BacMam KCNH2, thallium flux FluxOr; active compounds read low. activity change, % at 1.84 µM. hit rate 0.37% among 340,000. AID 720551;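 active = maximum activity change below -70%; inconclusive = maximum activity change between -70% and -50%; inactive = maximum activity change above -50%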; note: % is set by controls: 0 for no effect and ±100 for the full control effect
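U2OS cells were transduced with wild-type KCNH2 virus (2.03 x 10^8 / mL) for 4 h at room temperature, then cultured overnight at 37 C. Thallium flux was read with FluxOr dye. Rate constants were normalized to DMSO controls.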
ASM inhibitor: human S-ASM enzyme inhibition | placental ASM, HMU-PC fluorogenic substrate, 60 min | Potency, µM (top dose mostly 57.5 µM), without a hit: at the top dose activity change, negative = inhibition, usual class: inhibitors | hit rate 0.006% among 340,000 | AID 504937; note: potency is the fitted concentration of half-maximal effect
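qHTS format. ASM enzyme prepared from human placenta hydrolyses the fluorogenic substrate HMU-PC0 (9 uM final) over 60 min at 37 °C after a 10 min compound preincubation.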
BCR signal inh: blocks chronic active B-cell receptor signaling; ABC-DLBCL IkBa-CBG/CBR reporter, luminescence ratio, 4 h; Potency, µM (doses to about 46.1 µM), for inactives: top-dose ratio change, negative = lower green/red ratio, usual class: inhibitors; hit rate 0.05% among 340,000; AID 493014; active = well fitted inhibition curve with a large enough effect in the signal ratio, with a control signal flat, not every such curve was filed as active; inconclusive = small, poorly fitted or top-dose-only effect, or effect the other way, or a change in a side signal; the % refers to the signal ratio;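 note: potency is the fitted concentration of half-maximal effect; plate controls were basal doxycycline-induced cells for no effect and cells given 10 µM MG132 for full effect; MG132 reads +100%, hits lower the ratio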
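TMD8 ABC-DLBCL cells carrying doxycycline-inducible green luciferase fused to IkappaBalpha plus unfused red luciferase were exposed to compounds (up to 46 uM) for 4 hrs at 37C. Activity came from the overlap-corrected green/red luminescence ratio.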
Mito fusion yeast: mitochondrial division inhibition or fusion activation | S. cerevisiae fusion-defective mutant growth rescue, CellTiterGlo 48 h | Potency, µM (series often up to 46.1 µM), for inactives: at the highest dose growth rescue (activation), usual class: activators | hit rate 0.23% among 320,000 | AID 485298;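 note: potency is the fitted concentration of half-maximal effect; % of control where 0% means no effect; nearly all actives have a fitted effect of over 45% in size; temperature-sensitive fusion mutants such as fzo1-1 at 37 °C on non-fermentable ethanol glycerol medium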
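Read-out: ATP-based luminescence (CellTiterGlo, 10 min ambient) reporting growth of fusion-defective ts yeast after 48 hours at 37C on glycerol/ethanol YPEG medium in the presence of compound.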
PKM2 act: increases activity of human pyruvate kinase M2. hit rate 0.34% among 260,000. Potency, µM (top dose mostly 57.5 µM), for inactives: at the top dose activation, most hits filed as activators. P14618. purified PKM2, Kinase-Glo ATP luminescence, activation; response scale: 0% is enzyme alone, no compound; note: potency is the fitted concentration of half-maximal effect; % is set by controls: 0 for no effect and ±100 for the full control effect; nearly all actives have a fitted effect of over 55% in size
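Kinase-Glo luminescence reports ATP generated from ADP (0.1 mM) and PEP (0.5 mM) by purified hPK-M2 after 1 h at room temperature, pH 7.2 imidazole buffer; intermediate enzyme activity allows detecting inhibitors and activators.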
* = called active by the depositor; ? = inconclusive; . = not tested or not shown. Unless noted, calls come from the whole dose curve; as a rule, active = well fitted curve in the direction sought with a large enough effect; inconclusive = small, poorly fitted or top-dose-only effect, or another doubt; inactive = no such curve, though single readings can be large; an effect the other way counts as inactive or inconclusive.

SMILES	USP2a inh	MBNL1 CUG block	GALK inhibitor	TSHR antagonist	Menin-MLL TR inh	Eya2 phos inh	hERG WT inh	ASM inhibitor	BCR signal inh	Mito fusion yeast	PKM2 act
O=C(N/N=C/c1ccccc1F)c1ccccc1OCc1ccccc1	-1%	2%	-3%	-8	?	?	1	-6%	?	13%	.
CC1CCc2c(sc(NS(=O)(=O)c3ccccc3)c2C(=O)OC(C)C)C1 (stereo not drawn)	-2%	?	1%	-6	13%	-3%	-8	-2%	0%	11%	9%
O=C(COc1cccc(NC(=O)c2ccccc2)c1)c1ccccc1	2%	-4%	0%	-9	?	-7%	-6	-8%	-1%	-4%	-5%
O=C(NNC(=O)C1CC1c1ccccc1)c1ccccc1F (stereo not drawn)	0%	0%	-5%	1	13%	2%	-2	-1%	-9%	4%	7%
CCOC(=O)N1CCN(c2nc(C(F)(F)F)nc3c(C)cc(C)cc23)CC1	.	2%	-1%	.	5%	.	1	-12%	.	3%	-2%
COc1ccc(-n2nc(C(=O)NCC(=O)NC3CCCCC3)c3ccccc3c2=O)cc1	0%	26%	5%	-5	-10%	0%	-1	2%	-1%	-7%	0%
CC1=CS(=O)(=O)CC1Sc1nc(C)n[nH]1 (stereo not drawn)	-10%	4%	-2%	-9	6%	-8%	.	-2%	2%	6%	0%
O=C(Cn1ccc(C(F)(F)F)n1)Nc1cccc(S(=O)(=O)N2CCCCC2)c1	6%	-2%	1%	-10	-4%	-1%	11	-3%	-1%	-10%	1%
CCc1ccccc1-n1c(SCC(=O)c2c(N)n(C3CC3)c(=O)[nH]c2=O)nnc1N1CCOCC1	4%	.	.	24	.	-15%	1	5%	13%	-5%	.
Cc1ccc(C2=NN(C(=O)c3cccs3)C(c3ccccc3O)C2)cc1 (stereo not drawn)	-2%	28%	0%	10	?	-3%	19	15%	?	4%	3%
CN(C)CCCN1CC(C(=O)O)CC1=O (stereo not drawn)	1%	-18%	-1%	-4	-4%	14%	8	5%	.	1%	-1%
O=C(c1cnc2ccc(Cl)cc2c1Cl)N1CCOCC1	4%	-13%	4%	0	8%	-1%	-12	0%	6%	3%	-3%
CCCCC[C@@H]1C=C(C(=O)O)[C@H](c2ccc(OC)c(OC)c2)N1S(=O)(=O)c1ccc(C)cc1	-1%	.	.	6	.	0%	3	3%	1%	.	.
Cc1cs/c(=N\N=C\c2ccc(O)cc2)n1Cc1ccco1	3%	?	0%	9	?	-5%	2	10%	?	14%	2%
O=C(CC(CC(=O)c1ccccc1)C(=O)O)c1ccccc1	4%	-4%	4%	-1	-1%	9%	-6	5%	0%	4%	9%

Next section, starting with the last 4 of the part before.
SMILES	USP2a inh	MBNL1 CUG block	GALK inhibitor	TSHR antagonist	Menin-MLL TR inh	Eya2 phos inh	hERG WT inh	ASM inhibitor	BCR signal inh	Mito fusion yeast	PKM2 act
O=C(c1cnc2ccc(Cl)cc2c1Cl)N1CCOCC1	4%	-13%	4%	0	8%	-1%	-12	0%	6%	3%	-3%
CCCCC[C@@H]1C=C(C(=O)O)[C@H](c2ccc(OC)c(OC)c2)N1S(=O)(=O)c1ccc(C)cc1	-1%	.	.	6	.	0%	3	3%	1%	.	.
Cc1cs/c(=N\N=C\c2ccc(O)cc2)n1Cc1ccco1	3%	?	0%	9	?	-5%	2	10%	?	14%	2%
O=C(CC(CC(=O)c1ccccc1)C(=O)O)c1ccccc1	4%	-4%	4%	-1	-1%	9%	-6	5%	0%	4%	9%
CCN(c1ccccc1)S(=O)(=O)c1cccc(C(=O)NCC2(N(C)C)CCCCC2)c1	0%	.	.	2	.	14%	38	-5%	0%	0%	.
Cc1cc(C)c(S(=O)(=O)N2CCC(C(=O)OCc3c(C)noc3C)CC2)c(C)c1	4%	.	.	2	.	-18%	-5	-3%	?	13%	.
Nc1c2c(nc3ccn(-c4ccccc4)c(=O)c13)CCCCC2	0%	3%	6%	-5	7%	13%	-14	5%	3%	-5%	-1%
COc1ccc(S(=O)(=O)N2CCN(Cc3c[nH]c4ccccc34)CC2)cc1	1%	0%	1%	11	.	12%	2	-3%	-19%	1%	-1%
CC(NCc1ccc(OCc2ccc(Cl)cc2)cc1)C(O)c1ccccc1 (stereo not drawn)	-2%	-13%	-3%	15	?	-23%	27	-10%	-9%	-2%	3%
O=C(Nc1ncc(Cc2cc(Cl)ccc2Cl)s1)c1ccc([N+](=O)[O-])cc1	2%	-8%	-1%	-2	.	5%	-12	-4%	-2%	-1%	-6%
CCOC(=O)CC1(NC(=O)C2CCC(=O)N(CCc3ccccc3)C2)CCCCC1 (stereo not drawn)	0%	-4%	3%	-3	-24%	-2%	-8	-2%	-9%	2%	.
CC(C)N1CCN(Cc2ccc(OCc3ccccc3)cc2)CC1CCO (stereo not drawn)	4%	-10%	0%	-6	-13%	-14%	0	5%	4%	-10%	3%
COC(=O)c1cc(NC(=O)Cc2ccccc2[N+](=O)[O-])cc(C(=O)OC)c1	2%	2%	-3%	-1	22%	-4%	6	-1%	?	0%	-3%
C=CCNC(=O)/C(=C/c1cccc([N+](=O)[O-])c1)NC(=O)c1ccco1	1%	?	-2%	2	-11%	-3%	12	-3%	1%	2%	-2%
Cc1ccc(C(=O)CSc2ncnc3sc4c(c23)CCCC4)cc1	0%	5%	0%	-9	-1%	6%	-5	-5%	-7%	2%	0%
O=C(c1ccc(COc2ccccc2Cl)o1)N1CCOCC1	1%	-2%	8%	-2	-12%	15%	6	0%	-15%	9%	-2%
Cc1cccc(NC(=O)CCS(=O)(=O)c2ccc3c(c2)oc(=O)n3C)c1	3%	-2%	-5%	-2	.	0%	4	0%	-2%	2%	.
O=C(NNC(=S)NC1CCCCC1)c1ccccc1Cl	-6%	-4%	1%	1	2%	-4%	-6	4%	-9%	1%	0%
CCn1c(SCC(=O)Nc2ccc(OC)c(OC)c2)nnc1-c1cccs1	-2%	8%	0%	-14	0%	20%	-12	1%	?	0%	-1%

As a short view, some entries already given.
SMILES	USP2a inh	MBNL1 CUG block	GALK inhibitor	TSHR antagonist	Menin-MLL TR inh	Eya2 phos inh	hERG WT inh	ASM inhibitor	BCR signal inh	Mito fusion yeast	PKM2 act
Cc1ccc(C(=O)CSc2ncnc3sc4c(c23)CCCC4)cc1	0%	5%	0%	-9	-1%	6%	-5	-5%	-7%	2%	0%
O=C(c1ccc(COc2ccccc2Cl)o1)N1CCOCC1	1%	-2%	8%	-2	-12%	15%	6	0%	-15%	9%	-2%
Cc1cccc(NC(=O)CCS(=O)(=O)c2ccc3c(c2)oc(=O)n3C)c1	3%	-2%	-5%	-2	.	0%	4	0%	-2%	2%	.
O=C(NNC(=S)NC1CCCCC1)c1ccccc1Cl	-6%	-4%	1%	1	2%	-4%	-6	4%	-9%	1%	0%
CCn1c(SCC(=O)Nc2ccc(OC)c(OC)c2)nnc1-c1cccs1	-2%	8%	0%	-14	0%	20%	-12	1%	?	0%	-1%

A portion of the library; rates above refer to the full screens.
